# A549 viability – Nrf2 qHTS screen for inhibitors: counterscreen for cytotoxicity; A549 ARE-Fluc cells, CellTiter-Fluor viability, 18-24 h; Potency, µM (titrated, usually from 46 µM), for the others: at the top dose activity change, negative = cytotoxicity, actives largely listed as inhibitors; 390,000 tested, 0.16% active; AID 504648, 2011; note: potency is the fitted concentration of half-maximal effect; % is set by controls: 0 for no effect and ±100 for the full control effect
#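 A549 ARE_Fluc cells in 5% FBS OPTI-MEM were exposed to compounds in concentration-response for 18-24 h at 37 deg C. Viability was read by CellTiter-Fluor fluorescence (Ex 405/Em 525) after 30 min, before the luciferase read.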
# HepG2 tox – qHTS for Inhibitors of TGF-b: Cytotox Counterscreen | HepG2 CAGA-GFP viability, ATP luminescence, 18 h | Potency, µM (highest dose often 46.1 µM), for the others: at the highest dose activity change, negative = cytotoxicity, most hits filed as cytotoxic | 410,000 tested, 0.76% active; note: potency is the fitted concentration of half-maximal effect; some results filed as inactive show a strong effect at the top dose
#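 HepG2 CAGA-GFP cells (1000/well, DMEM with 1% FBS) received compound, then TGF-beta at 500 pg/mL final, and were incubated 18 hours at 37 degrees C. Viability was read by CellTiter-Glo luminescence. Media-only wells were set as complete cell-killing and DMSO as no toxicity.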
# Nrf2 inh – Nrf2 qHTS screen for inhibitors. Potency, µM (series often up to 46 µM), inactives show top-dose activity change, negative = inhibition, actives largely listed as inhibitors. AID 504444, 2011. 360,000 tested, 2.1% active. A549 ARE-Fluc reporter, luciferase luminescence, 18-24 h; note: potency is the fitted concentration of half-maximal effect; % is set by controls: 0 for no effect and ±100 for the full control effect; nearly all actives have a fitted effect of over 60% in size
#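 Two sequential reads on A549 ARE_Fluc cells exposed to compound for 18-24 h: a CellTiter-Fluor fluorescence read for viability, then a luciferase luminescence read for Nrf2/ARE activity.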
# MmCpn inh – Inhibitors of TCP-1 ring complex (TRiC) of Methanococcus maripaludis (MmCpn): qHTS. purified Mm-Cpn ATPase, ADP Transcreener TR-FRET. Potency, µM (doses to about 76.9 µM), inactives show at the highest dose activity, negative = inhibition, usual class: inhibitors. Chaperonin Mm-Cpn (Methanococcus maripaludis). 330,000 tested, 0.031% active; note: potency is the fitted concentration of half-maximal effect; % is set by controls: 0 for no effect and ±100 for the full control effect; nearly all actives have a fitted effect of over 80% in size
#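 Quantitative HTS used 25 nM Mm-CPN and 10 uM ATP in magnesium/KCl Tris buffer, pH 7.4, with 1 mM DTT. Hydrolysis ran 30 min at 37°C; ADP was read by HTRF.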
# Abeta yeast res – qHTS for compounds that reverse cellular toxicity of Amyloid beta (A-beta) peptide in yeast: Primary Screen; yeast expressing A-beta42, growth rescue, OD600, 48 h; response scale: 0% DMSO, 100% iron-clioquinol control; Potency, µM (doses to about 46.1 µM), for inactives: at the top dose growth rescue, hits mostly activators; 410,000 tested, 0.063% active; AID 1347071, 2019; note: potency is the fitted concentration of half-maximal effect; nearly all actives have a fitted effect of over 55% in size
#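 Yeast growth medium received pinned compounds, then yeast cells expressing toxic A-beta were added; plates incubated at 30 C for 48 hr. Growth read as absorbance at 600 nm, normalized to DMSO and equimolar FeCl3 plus clioquinol controls.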
# CCT modulator – High-Throughput Screening for Modulators of Cytosolic Chaperonin Activity; purified chaperonin ATPase assay, HTRF ADP detection, 30 min; activity change, % (concentration not given with the values), hits read low; 360,000 tested, 0.3% active; AID 651819, 2012; in the data active = activity change below about -30%; note: % is set by controls: 0 for no effect and ±100 for the full control effect
#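 Enzyme 40 or 20 nM (batch-dependent) in Tris pH 7.4/KCl/MgCl2/DTT; cpd 76 uM single point; ATP 10 uM; 30 min 37 °C; Transcreener ADP HTRF detection, 30 min RT; ratio 665/615.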
# pAkt inh – HTS Assay for Inhibitors of Akt Phophorylation: Primary Screen | Neuro2A IGF-stimulated pAkt S473 HTRF, 20 min; active compounds read low | activity change, % for hits at 50 µM | 360,000 tested, 0.32% active; in the data active = activity change below about -80%; inconclusive = mostly about -51% to -80%; note: % is set by controls: 0 for no effect and ±100 for the full control effect
#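 Neuro2A cells in DMEM with 0.5% FBS, overnight at 37 deg C, given compound at single 50 µM final, then IGF (6 nM final) for 20 min at 37 deg C. Lysed; phospho-Akt Ser473 by HTRF after 24 h, 665/615 ratio.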
# TGFb inhibitor – qHTS for Inhibitors of TGF-b; HepG2 CAGA-GFP TGF-b/SMAD3 reporter, GFP fluorescence, 18 h; TGF-beta stimulated, 500 pg/mL final; Potency, µM (highest dose often 46.1 µM), for inactives: top-dose activity, negative = inhibition, most hits filed as inhibitors; 410,000 tested, 1.2% active; AID 588855, 2011; note: potency is the fitted concentration of half-maximal effect; % is set by controls: 0 for no effect and ±100 for the full control effect; nearly all actives have a fitted effect of over 65% in size
#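 HEPG2 CAGA-GFP reporter cells (1000/well, DMEM with 1% FBS) received compounds, then recombinant TGF-beta at 500 pg/mL final for 18 hours at 37 degrees C. Per-cell GFP summed per well was normalised to unstimulated and stimulated DMSO controls before curve fitting.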
# Nrf2 activator – qHTS of Nrf2 Activators. AREc32 ARE-luciferase reporter (MCF7-derived line), luminescence, 24 h. Potency, µM (top dose mostly 46.1 µM), inactives show at the top dose activation, actives largely listed as activators. 410,000 tested, 0.31% active; note: potency is the fitted concentration of half-maximal effect; % of control where 0% means no effect; nearly all actives have a fitted effect of over 65% in size
#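 AREc32 cells carrying an ARE-driven firefly luciferase reporter were seeded at 1000 cells/well in OPTI-MEM with 5% FBS, then exposed to compound for 24 hr at 37 deg C. Luminescence was read with Steady-Glo after 30 min at RT.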
# * hit, by the source's call; i = inactive; ? = inconclusive; · = not tested or not shown; [ ] = remark or other dose. Unless noted, calls come from the whole dose curve; as a rule, active = well fitted curve in the direction sought with a large enough effect; inconclusive = small, poorly fitted or top-dose-only effect, or another doubt; inactive = no such curve, though single readings can be large; an effect the other way counts as inactive or inconclusive.
# Every second line gives: Nrf2 inh	CCT modulator	A549 viability	MmCpn inh	Nrf2 activator	Abeta yeast res	pAkt inh	TGFb inhibitor	HepG2 tox
CCc1nc2ccc(C(=O)NCc3cc(OC)ccc3OC)cc2nc1CC
  ·	·	0.6%	·	9.5%	-11.8%	·	2.5%	1.1%
Cc1ccc(C#CC[N+](C)(C)CC#Cc2ccccc2)cc1
  -34.3%	-6.3	-8.2%	-0.1%	0.7%	15.6%	i	-20.3%	8.3%
CCOC(=O)CNc1ccc(OC(F)(F)F)cc1
  3.0%	-0.7	-0.6%	-1.3%	0.3%	-0.1%	i	32.8%[activator]	7.7%
Cn1c(C(=O)OC(C(=O)NC2CCCC2)c2ccncc2)cc2sccc21 (stereo unspecified)
  ?	-2.5	-2.5%	0.2%	0.3%	-2.3%	i	-17.9%	-9.7%
COc1cccc(CNC(=O)COC(=O)c2ccc(Cl)s2)c1
  3.5%	-0.2	1.9%	0.6%	0.3%	-3.8%	i	0.2%	10.7%
Oc1ccccc1-c1nc2ccc(Cl)cn2c1Nc1ccc2c(c1)OCCO2
  18.1%	·	2.2%	·	3.8%	-9.1%	·	-4.0%	-3.1%
CCC1(C)C2(C#N)C(N)=NC(OC)(OC)C12C#N (stereo unspecified)
  1.8%	0.5	3.2%	0.6%	3.2%	3.4%	i	3.9%	-2.3%
Cc1ccc2[nH]c(=O)c(CN(CCCN3CCOCC3)C(=O)Nc3ccc(Cl)cc3)cc2c1
  5.2%	-1.0	-4.0%	0.6%	1.7%	-24.7%	i	4.5%	-5.4%
O=C(Nc1ccc2nn(-c3ccccc3)nc2c1)c1ccc(Br)o1
  ?	2.8	?	?	0.9%	7.8%	·	-17.6%	-54.6%
Cc1ccc(S(=O)(=O)Nc2ccccc2CNc2ncc(Br)cc2Br)cc1
  ?	1.0	9.9%	0.0%	1.9%	7.4%	i	?	7.7%
O=C(CSc1ccsc1[N+](=O)[O-])NCCc1ccc(Cl)cc1
  10.6%	-1.0	-11.1%	-1.9%	0.5%	5.2%	i	0.0%	-13.1%
Cn1ccsc1=NC(=O)c1ccc([N+](=O)[O-])o1
  -10.3%	-1.9	-17.4%	-4.3%	?	-82.9%[inhibitor]	i	28.2µM*	-75.3%
COc1ccc(-c2oc3c(c2C(=O)OCCO)C(OCCCO)CCC3)cc1 (stereo unspecified)
  ·	0.3	·	·	0.0%	-2.4%	i	·	·
COc1ccc(CCNC(=O)COC(=O)c2ccc([N+](=O)[O-])o2)cc1
  2.9%	-2.0	-0.4%	0.6%	4.2%	-69.5%[inhibitor]	i	12.7%	-17.3%
N#Cc1ccc(C(=O)OCC(=O)NC(=O)NC2CCCCC2)cc1
  4.5%	0.2	-4.4%	0.0%	0.5%	9.0%	i	0.0%	19.0%
O=C(ONC1=NCCCCC1)c1cccc([N+](=O)[O-])c1
  1.6%	0.0	0.3%	-0.9%	17.4%	-32.0%	i	0.2%	-0.9%
Cc1cn([C@H]2C[C@H](O)[C@@H](/C=C/C(=O)NCc3ccccc3)O2)c(=O)[nH]c1=O
  ·	-1.6	·	·	0.7%	-2.4%	i	?	-14.5%
O=C(Nc1ccc2oc(-c3ccccc3)nc2c1)c1ccc2ccccc2c1
  3.1%	·	0.0%	·	3.6%	0.9%	·	0.5%	2.8%
CCCCOC(=O)c1ccc(NC(=O)c2sc3nc(C)cc(C)c3c2N)cc1
  ?	·	-15.0%	·	-2.1%	-6.0%	·	-23.6%	-14.5%
CN(C)Cc1nc2ccccc2c(=O)n1Cc1nc(C(C)(C)C)cs1
  -13.2%	0.0	-7.4%	-14.9%	0.3%	16.0%	i	-6.0%	20.1%
Cc1c(C)c2c(OCC(=O)NCC(=O)NCC(=O)O)cc3c(c2oc1=O)CCC(C)(C)O3
  13.4%	-0.8	6.5%	-8.7%	0.3%	-19.7%	i	-8.7%	-5.5%
CC(C)C[C@H](NC(=O)OC(C)(C)C)C(=O)N[C@@H](CO)[C@H](O)[C@@H]1C[C@@H]1C(=O)NC1CC1
  11.4%	-0.2	-3.0%	-5.1%	-1.1%	7.4%	i	19.5%	0.7%
Cc1cc2nc(-c3ccco3)c(Cc3ccccc3C(F)(F)F)n2c(C)c1Br
  ·	-0.7	·	·	?	-11.1%	i	·	·
CC(C)CCN1CCN(Cc2cccn2-c2nccs2)CC1CCO (stereo unspecified)
  11.9%	1.4	2.3%	-0.7%	2.4%	-4.3%	i	-23.5%	-26.1%
Cc1cccc(Sc2c([N+](=O)[O-])ncn2C)n1
  -11.2%	-1.4	-19.6%	-0.3%	3.1%	5.3%	i	0.0%	-17.5%
COc1ccc(N2C(=O)CS(=O)(=O)C23C(=O)N(Cc2c(F)cccc2Cl)c2ccccc23)cc1 (stereo unspecified)
  7.9%	·	21.6%	·	0.2%	-6.1%	·	4.9%	-8.3%
Cc1ccc(SCc2ccc(C(=O)Nc3ccccc3Br)cc2)cc1
  -14.2%	-1.5	-1.8%	-2.1%	-0.5%	4.8%	i	5.7%	1.1%
CCC(C)(C)n1nnnc1C(c1ccc(O)c(OC)c1)N1CCN(c2nc3ccccc3s2)CC1 (stereo unspecified)
  12.5%	-1.6	-0.6%	1.1%	?	2.2%	i	-4.3%	-9.9%
Cc1ccc(CNC(=O)Nc2cccs2)cc1
  ?	-0.6	-10.7%	0.5%	3.5%	9.1%	i	3.1%	-2.6%
CSc1ccc(C2CC(=O)Nc3nc(SC)[nH]c(=O)c32)cc1 (stereo unspecified)
  -19.8%	-4.0	2.2%	1.3%	0.0%	-10.9%	i	11.5%	3.3%
Cc1ccc(S(=O)(=O)NCC2NCCc3ccccc32)cc1 (stereo unspecified)
  -2.5%	-2.1	-5.2%	-2.6%	0.4%	-5.4%	i	4.6%	7.8%
COc1cc(C2OC(c3cc(OC)c(OC)c(OC)c3)C(C)C2C)cc(OC)c1OC (stereo unspecified)
  -2.3%	-2.2	4.8%	·	2.3%	-22.9%	i	8.4%	-19.2%
Cc1ccc(C(=O)c2cc(C)sc2N)cc1
  5.0%	-2.5	-0.4%	-0.1%	11.5%	2.9%	i	?	0.8%
Cn1cccc1C(=O)NC(=O)CSc1nc2ccccc2s1
  ?	1.3	17.3%	-7.6%	3.1%	9.3%	i	-9.1%	3.4%
Cc1ccc(Sc2nnc(Cc3ccccc3)c3ccccc23)cc1
  ?	-2.8	-23.3%	1.6%	?	5.6%	i	14.1µM*	17.8µM*
C=CCn1c(O)c(N=NC(=O)CNC(=O)c2ccco2)c2ccccc21
  2.9%	-1.0	4.6%	-2.3%	-0.7%	-14.8%	i	-14.3%	10.9%
Cc1ccc(N2CC(NC(=O)c3ccc(S(=O)(=O)N4CCOCC4)cc3)CC2=O)cc1C (stereo unspecified)
  ·	·	4.8%	·	3.3%	1.5%	·	-1.8%	-25.9%
O=C(NCCCN1CCOCC1)C(C(=O)c1ccccc1)n1ccccc1=O (stereo unspecified)
  5.6%	-2.0	·	2.4%	0.1%	-4.6%	i	-10.3%	-8.2%
Cc1noc(C)c1C(=O)Nc1sccc1C(N)=O
  15.3%	-2.0	-1.7%	3.2%	0.7%	27.6%	i	21.3%	1.2%
CC(=O)Oc1ccc(N2C(=O)[C@@H]3[C@H](C2=O)[C@H]2c4ccccc4C=NN2[C@@H]3C(C)=O)cc1
  6.6%	-3.4	4.0%	-1.2%	0.2%	11.3%	i	20.7%	-48.3%
CCC(=O)N1c2ccc(S(=O)(=O)NCc3ccc(F)cc3)cc2CC1C (stereo unspecified)
  ?	·	-1.0%	·	1.6%	-8.4%	·	0.0%	-1.3%
CCCCn1c(CCl)nc2cc(S(=O)(=O)N3CCOCC3)ccc21
  -9.2%	-3.0	-7.7%	1.1%	8.7%	6.0%	i	-12.1%	-7.7%
CCCCN1C(=O)Cc2c1nc(N)c1c(N)nc(N(CCC)CCC)c(C#N)c21
  -38.6%	-3.2	-9.8%	-2.8%	-0.6%	-7.0%	i	-21.2%	-32.0%
O=C(NCCCn1ccnc1)c1noc2c1CCCC2
  ·	-3.0	0.8%	-4.7%	0.3%	2.0%	i	-4.8%	-3.7%
COCCN1CCn2c(nc3cc([N+](=O)[O-])ccc32)C1
  0.9%	-1.3	-1.7%	-1.8%	3.0%	16.9%	i	?	-13.3%
O=C(COC(=O)Cc1cn2ccsc2n1)NCc1ccc2c(c1)OCO2
  12.5%	-0.4	0.0%	1.6%	0.3%	17.6%	i	12.1%	0.6%
Cc1ccc(/C=N/NC(=O)c2cccnc2)o1
  1.8%	2.4	-9.2%	-2.0%	2.7%	5.6%	i	13.8%	0.1%

# By substructure, the entries above with a tert-butyl group
# Every second line gives: Nrf2 inh	CCT modulator	A549 viability	MmCpn inh	Nrf2 activator	Abeta yeast res	pAkt inh	TGFb inhibitor	HepG2 tox
CN(C)Cc1nc2ccccc2c(=O)n1Cc1nc(C(C)(C)C)cs1
  -13.2%	0.0	-7.4%	-14.9%	0.3%	16.0%	i	-6.0%	20.1%
CC(C)C[C@H](NC(=O)OC(C)(C)C)C(=O)N[C@@H](CO)[C@H](O)[C@@H]1C[C@@H]1C(=O)NC1CC1
  11.4%	-0.2	-3.0%	-5.1%	-1.1%	7.4%	i	19.5%	0.7%
